ATXN2 expr inh: ATXN2 expression inhibition; HEK-293 ATXN2-luciferase reporter, luminescence, 24 h; Potency, µM (top dose mostly 57 µM), inactives show at the highest dose activity change, negative = inhibition, most hits filed as inhibitors; 360,000 tested, 0.72% active; AID 1745845; also: potency is read from the fitted curve at half-maximal effect; % is scaled to controls: 0 for no effect and ±100 for the full control effect; nearly all actives have a fitted effect of over 55% in size
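qHTS (up to 57 uM final) was run with 24 h compound exposure of reporter cells at 37 °C. Each well was multiplexed: SteadyGlo luminescence measured ATXN2-luciferase expression after a fluorogenic Gly-Phe-AFC viability readout (25 uM final).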
HT1080 IDH1KD tx: toxicity to HT-1080 IDH1 knockdown cells (counter line); 360,000 tested, 2% active; Potency, µM (doses to about 46.1 µM), inactives show at the top dose activity, negative = toxicity, actives largely listed as cytotoxic; HT-1080 IDH1 knockdown viability, ATP luminescence, 48 h;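 also: potency is read from the fitted curve at half-maximal effect; 0% = DMSO wells and -100% = cell-free medium wells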
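IDH1KD HT-1080 cells, 750/well, RPMI + 5% FBS; compound pinned after 2 h settling; 48 h, 37 °C; CellTiter-Glo luminescence; % activity normalised to DMSO and no-cell wells; curves fitted, classed by r2 and efficacy.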
SW480 rereplic: inducers of DNA re-replication in SW480 colon cancer cells | Potency, µM (doses to about 46.1 µM), for the others: top-dose re-replication activation, actives largely listed as activators | AID 624297 | 340,000 tested, 1.8% active | SW480 DNA re-replication, Hoechst DNA content imaging, 48 h; also: potency is read from the fitted curve at half-maximal effect; % of control where 0% means no effect; nearly all actives have a fitted effect of over 55% in size
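Image-based read-out: total Hoechst fluorescence of nuclei (405 nm excitation, 500-530 nm emission), with hits raising the fraction of high-intensity nuclei. SW480 colon cells incubated 48 hr with compounds at 37 C.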
KB-V1 cytotox: KB-V1 MDR subline cytotoxicity | KB-V1 MDR cells viability, CellTiter-Glo, 72 h | Potency, µM (top dose mostly 46.1 µM), for inactives: at the top dose activity change, negative = cytotoxicity, most hits filed as cytotoxic | 400,000 tested, 3.4% active; also: potency is read from the fitted curve at half-maximal effect; % is scaled to controls: 0 for no effect and ±100 for the full control effect; nearly all actives have a fitted effect of over 60% in size
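Compound-treated KB-V1 multidrug-resistant cells, 72 h, 37 degrees C; viability by CellTiter-Glo. Fitted qHTS curves give the values.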
ATXN viability: cell viability loss in ATXN counter-screen. AID 651635. 400,000 tested, 0.49% active. Potency, µM (titrated, usually from 56.7 µM), actives largely listed as cytotoxic. S2 cells (HEK-293 line with an ATXN2-luciferase reporter) viability, CellTiter-Fluor protease fluorescence, 24 h; also: potency is read from the fitted curve at half-maximal effect; nearly all actives have a fitted effect of over 40% in size
HT1080-NT tox: kills 2HG-producing HT-1080-NT fibrosarcoma cells; HT-1080-NT fibrosarcoma viability, CellTiter-Glo ATP luminescence, 48 h; Potency, µM (titrated, usually from 46.1 µM), inactives show top-dose activity, negative = less viability, hits mostly cytotoxic; 360,000 tested, 1.6% active; AID 686970;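 also: NT is the 2HG producing partner of a matched IDH1 knockdown line; potency is read from the fitted curve at half-maximal effect; 0% = DMSO-treated cells and -100% = media-only wells without cells; nearly all actives have a fitted effect of over 55% in size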
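Read-out is CellTiter-Glo luminescence after 10 minutes at room temperature, following 48 hours' compound treatment of HT-1080-NT cells (750 cells/well, RPMI, 5% FBS, 37 degrees C).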
MCF10A rereplic: inducers of DNA re-replication in MCF 10A breast cells. Potency, µM (highest dose often 46.1 µM), for inactives: top-dose activity, positive = re-replication, most hits filed as activators. AID 624296. 350,000 tested, 2.9% active. MCF 10A DNA re-replication, Hoechst nuclear intensity, 48 h; also: potency is read from the fitted curve at half-maximal effect; % of control where 0% means no effect; nearly all actives have a fitted effect of over 50% in size
KB-3-1 tox: kills parental KB-3-1 adenocarcinoma cells. KB-3-1 viability, CellTiter-Glo ATP luminescence, 72 h. Potency, µM (highest dose often 46.1 µM), for inactives: top-dose activity change, negative = cytotoxic, actives largely listed as cytotoxic. 400,000 tested, 1.4% active. AID 1347075; also: potency is read from the fitted curve at half-maximal effect; % is scaled to controls: 0 for no effect and ±100 for the full control effect; nearly all actives have a fitted effect of over 60% in size
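Here the drug-naive KB-3-1 line serves as comparator for MDR sub-line selectivity; cells received compound titrations, 72 h at 37 °C, then CellTiter-Glo readout.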
IL-1B inflam inh: inhibitors of inflammasome signaling (IL-1 beta secretion). THP-1 LPS/ATP IL-1B secretion, AlphaLISA, 16 h; hits give low values. activity change, % at 57.5 µM. 360,000 tested, 4.7% active; in the data active = activity change below about -50%; inconclusive = mostly about -30% to -49%; also: % is scaled to controls: 0 for no effect and ±100 for the full control effect
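THP-1 cells pretreated 1 hr with compounds (up to 57.5 uM final), then stimulated with LPS (250 ng/mL final) plus ATP (1.25 mM final); secreted IL-1B measured by AlphaLISA after 16 hr, decreased signal indicating inhibition.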
An asterisk follows results filed as active; i = inactive; ? = inconclusive; . = no result given; [ ] = another dose, or the depositor's remark. Unless noted, calls follow the shape of the dose curve; as a rule, active = well fitted curve in the direction sought with a large enough effect; inconclusive = small, poorly fitted or top-dose-only effect, or another doubt; inactive = no such curve, though single readings can be large; an effect the other way counts as inactive or inconclusive.

item	compound	ATXN2 expr inh	HT1080 IDH1KD tx	SW480 rereplic	KB-V1 cytotox	ATXN viability	HT1080-NT tox	MCF10A rereplic	KB-3-1 tox	IL-1B inflam inh
1	Cc1cc(C)cc(Nc2cc(C)nc3ncnn23)c1	.	-1%	.	7%	i	-2%	.	1%	46
2	C=CCc1cccc(/C=N/NC(=O)CCC(=O)Nc2ccc(F)cc2)c1O	3.5µM*	23µM*	?	-12%	i	?	18%	?	124
3	O=P(CCCO)(Cc1ccccc1)Cc1ccccc1	-3%	7%	-22%	?	i	13%	-35%[inhibitor]	0%	1
4	CCCCN1CC(COCc2ccccc2)Oc2cccc(F)c2S1(=O)=O (stereo not drawn)	-9%	-4%	10%	0%	i	-7%	-6%	-13%	18
5	CCOc1ccc(NS(=O)(=O)c2ccc(NC(=O)N3CCCC3)cc2)cc1	-7%	.	.	-4%	i	.	.	?	.
6	O=C(CCCN1C(=O)/C(=C/c2ccccc2Cl)SC1=S)NNC(=O)c1ccc(Cl)cc1Cl	2.5µM*	1%	1%	7%	i	21%	17%	-24%	-19
7	Cc1cc(C)c(S(N)(=O)=O)c(C)c1-n1cnnn1	6%	8%	-1%	16%	i	7%	19%	-1%	4
8	CCSc1nnc(NC(=O)CCCOc2ccc(C)cc2)s1	.	-3%	-5%	-10%	i	0%	2%	-1%	11
9	CCOC(=O)C1=C(COC(=O)COc2ccccc2C=O)NC(=O)NC1C (stereo not drawn)	8%	22%	0%	?	i	11%	1%	-14%	5
10	COc1cccc(C(C(=O)NC2CCCCC2)N(C(=O)c2ccco2)c2ccccc2OC)c1 (stereo not drawn)	1%	-14%	-22%	-22%	?	-9%	16%	-1%	4
11	CC(=O)Cn1c(C(F)(F)F)nc2ccccc21	5%	20%	-3%	?	i	10%	-2%	3%	2
12	O=C(O)COCC(=O)Nc1ccc(OCCc2ccccc2)cc1	-34%	1%	-9%	1%	i	4%	2%	7%	8
13	O=C1CCC(=O)N1OCCOc1ccc2c(c1)CCC2	9%	15%	-6%	?	i	16%	-1%	6%	3
14	CS(=O)(=O)N(CC(=O)N1CCN(c2ccc(F)cc2)CC1)C1CCCCC1	-1%	0%	?	-19%	i	?	-20%	-19%	-18
15	O=[N+]([O-])c1ccc(S(=O)Cc2ccccc2)c([N+](=O)[O-])c1 (stereo not drawn)	?	16µM*	23µM*	?	21µM*	16µM*	4.1µM*	?	-101*
16	Cc1c(Cl)c(C(=O)NNC(=S)Nc2ccc(F)cc2)nn1C	12%	18%	-17%	15%	i	13%	-3%	26%	0
17	CC(C)N1C(=O)CCC1C(=O)NC1CCCC1 (stereo not drawn)	1%	-6%	3%	4%	i	8%[9.24 µM]	0%	1%	-8
18	CCOC(=O)C1(C)C(C(=O)OC)=C(c2ccc(OC)cc2)c2ccccc2N1C(=O)OC (stereo not drawn)	-24%	3%	?	8%	i	7%	1%	-10%	-18
19	COc1c(CC=C(C)C)cc(C2CC(=O)c3c(O)cc(O)cc3O2)cc1CC=C(C)C (stereo not drawn)	?	?	-22%	?	.	?	?	-1%	?
20	COc1ccc(C(=O)N(C)Cc2cnn(Cc3ccccc3)c2)cc1S(=O)(=O)N1CCOCC1	.	5.8µM*	4.1µM*	-5%	i	5.8µM*	3.7µM*	5.8µM*	5
21	COC(=O)c1cccc(N(C(=O)CNC(=O)c2ccco2)C(C(=O)NC2CCCC2)c2ccco2)c1 (stereo not drawn)	34%[activator]	23%	-11%	8%	i	26%	4%	6%	3
22	COC(=O)c1ccc(NC(=O)CCc2nnc3ccc(N4CCC5(CC4)OCCO5)nn23)cc1	2%	3%	-1%	0%	i	-21%	0%	10%	26
23	Cc1cc(C)c(N2C(=O)CCCC2=O)c(Cl)c1	6%	-5%	0%	5%	i	-1%	?	-16%	16
24	CC(C)N(Cc1nc2ccccc2[nH]1)C(C)C	-32%	2%	-1%	-16%	i	-1%	2%	-10%	18

(25) COc1ccc2[nH]c(=O)c(CN(CCO)C(=O)c3cccs3)cc2c1
(26) Cc1cc(Cl)ccc1NC(=O)C1COc2ccccc2O1 (stereo not drawn)
(27) NC(=O)c1ccc(C23CC4CC(CC(C4)C2)C3)o1
(28) CCN(CC)S(=O)(=O)c1ccc2c(c1)c(C(=O)O)cn2C
(29) COc1ccc([C@H]2CC(=O)C=C(c3cc(C(F)(F)F)cc(C(F)(F)F)c3)C2)cc1

assay / entry	25	26	27	28	29
ATXN2 expr inh	-1%	.	-1%	-3%	3%
HT1080 IDH1KD tx	-22%	7%	9%	0%	-2%
SW480 rereplic	-24%	0%	-2%	-3%	2%
KB-V1 cytotox	-11%	9%	12%	-1%	-12%
ATXN viability	i	i	?	i	i
HT1080-NT tox	-7%	2%	0%	2%	9%
MCF10A rereplic	4%	1%	10%	-11%	-6%
KB-3-1 tox	5%	1%	0%	-2%	-3%
IL-1B inflam inh	-10	-3	15	-3	-21

2 of the compounds above, with values under each structure:
Values in the order: ATXN2 expr inh, HT1080 IDH1KD tx, SW480 rereplic, KB-V1 cytotox, ATXN viability, HT1080-NT tox, MCF10A rereplic, KB-3-1 tox, IL-1B inflam inh
27. NC(=O)c1ccc(C23CC4CC(CC(C4)C2)C3)o1
→ -1%, 9%, -2%, 12%, ?, 0%, 10%, 0%, 15
28. CCN(CC)S(=O)(=O)c1ccc2c(c1)c(C(=O)O)cn2C
→ -3%, 0%, -3%, -1%, i, 2%, -11%, -2%, -3

Next part
(30) Cn1nc(C2CC2)cc1NC(=O)C1(C)CCN1C(=O)Cc1ccc(-c2ccccc2)cc1 (stereo not drawn)
(31) COc1ccc(Br)cc1CNC(=O)C1CCN(S(=O)(=O)N2CCCC2)CC1
(32) Cc1ncc(CN2CCCC(C(=O)Nc3ccc(-c4cscn4)cc3)C2)cn1 (stereo not drawn)
(33) Cc1ccc(C(=O)NC2CC3CCC(C2)N3Cc2ccco2)cc1 (stereo not drawn)
(34) Cc1ccc(NC(=O)CCCNC(=O)c2ccc(Cl)cc2)c(O)c1

assay / entry	30	31	32	33	34
ATXN2 expr inh	?	1%	-4%	-1%	54%[activator]
HT1080 IDH1KD tx	-17%	3%	-13%	15%	-1%
SW480 rereplic	.	-2%	-2%	2%	1%
KB-V1 cytotox	0%	?	-29%	2%	7%
ATXN viability	?	i	i	i	i
HT1080-NT tox	-15%	1%	-7%	1%	-6%
MCF10A rereplic	.	-3%	0%	18%	0%
KB-3-1 tox	?	25%	1%	3%	14%
IL-1B inflam inh	-23	-9	11	13	74

(35) CCOc1ccc(CCNC(=O)c2cc3c(s2)CS(=O)(=O)C3)cc1OCC
(36) CCOC(=O)C1CCN(C(=O)c2c(C)nn(-c3ccc(F)cc3)c2-n2cccc2)CC1
(37) CS(=O)(=O)NCCCNc1ccc(Cl)cc1[N+](=O)[O-]
(38) CCc1nc2ccc(C(=O)NCCC(C)C)cn2c1N(C)Cc1nccs1
(39) COc1ccc(N(CC(=O)N/N=C(\C)CCc2ccccc2)S(=O)(=O)c2ccc(C)cc2)cc1

assay / entry	35	36	37	38	39
ATXN2 expr inh	7%	-1%	22%	-18%	29%
HT1080 IDH1KD tx	-2%	.	1%	0%	4%
SW480 rereplic	0%	.	-8%	.	4%
KB-V1 cytotox	-11%	?	-1%	-12%	-5%
ATXN viability	i	i	i	i	i
HT1080-NT tox	-4%	.	3%	3%	-11%
MCF10A rereplic	1%	.	-1%	.	0%
KB-3-1 tox	-13%	0%	0%	-8%	28%
IL-1B inflam inh	34	.	-5	-21	-19

(40) Cc1cc(N2CCOCC2)ccc1/C=C1\NC(=O)N(Cc2ccccc2)C1=O
(41) COc1cccc(C(O)c2nc(-c3cc(F)cc(F)c3)cs2)c1 (stereo not drawn)
(42) Cc1nc2c(c(C)nn2-c2ccccc2)c(C)c1C
(43) C=CCOc1cccc(C2C(C(=O)c3cc4ccccc4o3)=C(O)C(=O)N2c2cc(C)on2)c1 (stereo not drawn)
(44) COc1ccccc1CCNC(=O)CCc1c(C)c2cc3c(C)coc3cc2oc1=O

assay / entry	40	41	42	43	44
ATXN2 expr inh	.	12%	0%	.	-26%
HT1080 IDH1KD tx	3%	-1%	24%	-6%	.
SW480 rereplic	-13%	.	-11%	?	.
KB-V1 cytotox	-3%	6%	-2%	7%	-5%
ATXN viability	?	i	.	i	?
HT1080-NT tox	-1%	0%	26%	?	.
MCF10A rereplic	?	.	1%	21µM*	.
KB-3-1 tox	2%	0%	19%	-4%	9%
IL-1B inflam inh	5	-20	50	-4	.

(45) CN(CC(=O)Nc1ccccc1C(F)(F)F)C(=O)COc1ccccc1Cc1ccccc1
(46) COc1ccc2sc(N(CCN(C)C)C(=O)c3ccc4ccccc4c3)nc2c1
(47) CCOc1ccc2ccccc2c1CNc1nnnn1CC
(48) CN1/C(=C\C(=O)c2cncc(Br)c2)C(C)(C)c2ccccc21

assay / entry	45	46	47	48
ATXN2 expr inh	2%	.	14%	-12%
HT1080 IDH1KD tx	-12%	-3%	-12%	-20%
SW480 rereplic	?	13%	-16%	?
KB-V1 cytotox	8.2µM*	0%	-1%	?
ATXN viability	i	i	i	i
HT1080-NT tox	7%	4%	-24%	-13%
MCF10A rereplic	11%	0%	-1%	16µM*
KB-3-1 tox	1%	-1%	-12%	?
IL-1B inflam inh	-14	-7	-13	-51*

Some of these compounds in order of the IL-1B inflam inh value, falling:
| entry | structure | SW480 rereplic | IL-1B inflam inh |
| --- | --- | --- | --- |
| 46 | COc1ccc2sc(N(CCN(C)C)C(=O)c3ccc4ccccc4c3)nc2c1 | 13% | -7 |
| 47 | CCOc1ccc2ccccc2c1CNc1nnnn1CC | -16% | -13 |
| 45 | CN(CC(=O)Nc1ccccc1C(F)(F)F)C(=O)COc1ccccc1Cc1ccccc1 | ? | -14 |
| 48 | CN1/C(=C\C(=O)c2cncc(Br)c2)C(C)(C)c2ccccc21 | ? | -51* |
